Compound activity deposited in PubChem by Sanford-Burnham Center for Chemical Genomics.
hIAP act: human IAP activators, primary screen, biochemical, luminescence, uHTS | 330,000 tested, 0.16% active | purified human IAP, CDP-Star luminescence, 30 min; hits give high values; 1 = vehicle-only enzyme, 0 = enzyme-free background | Intestinal-type alkaline phosphatase (Homo sapiens), P09923 | AID 2524, 2010 | activation factor at 10 µM;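 active means activation factor of the enzyme at least 2-fold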; further: the source names both 10 and 20 µM as test concentration; values of inactives mirror those of a sister screen read the other way
Target sequence (P09923 whole entry, looked up): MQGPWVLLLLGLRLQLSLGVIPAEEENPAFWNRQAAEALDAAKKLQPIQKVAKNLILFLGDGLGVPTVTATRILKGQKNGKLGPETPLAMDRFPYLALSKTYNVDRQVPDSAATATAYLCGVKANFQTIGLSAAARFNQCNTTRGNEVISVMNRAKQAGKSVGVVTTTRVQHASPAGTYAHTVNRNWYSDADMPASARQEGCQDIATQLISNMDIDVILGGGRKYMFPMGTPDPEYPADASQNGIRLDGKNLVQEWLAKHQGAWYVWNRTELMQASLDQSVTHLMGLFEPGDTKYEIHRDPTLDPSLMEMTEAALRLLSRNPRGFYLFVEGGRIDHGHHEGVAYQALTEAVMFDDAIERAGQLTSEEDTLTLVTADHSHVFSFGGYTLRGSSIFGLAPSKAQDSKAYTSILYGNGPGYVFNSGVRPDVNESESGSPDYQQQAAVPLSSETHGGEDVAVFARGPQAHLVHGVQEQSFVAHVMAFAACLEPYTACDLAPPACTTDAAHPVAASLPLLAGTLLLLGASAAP
mIAP inh: inhibitors of mouse IAP, primary screen, biochemical, luminescence, uHTS; intestinal alkaline phosphatase [Mus musculus]; purified mouse IAP, CDP-Star luminescence, 30 min; inhibition, % at 10 µM; 330,000 tested, 0.2% active;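 active means inhibition of at least 40% at 10 µM in the primary screen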;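 further: plate controls were DMSO with enzyme for no effect and no enzyme wells for full effect; values of inactives mirror those of a sister screen read the other way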
hIAP block: human IAP inhibitors, primary screen, biochemical, luminescence, uHTS | Intestinal-type alkaline phosphatase (Homo sapiens), P09923 | purified IAP, CDP-Star luminescence, 30 min | inhibition, % at 10 µM | 330,000 tested, 0.12% active | AID 2544, 2010;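 active means inhibition reaching a set limit with compound at 10 µM in the primary screen, cut at about 35% in these data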;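 further: plate controls were DMSO wells with enzyme for no effect and no-enzyme buffer wells for full effect; values of inactives mirror those of a sister screen read the other way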
MPTP inh: mitochondrial permeability transition pore inhibitors, primary screen, biochemical, isolated mouse mitochondria, absorbance; Ca2+ swelling absorbance, 30 min; inhibition, % at 10 µM; AID 602449, 2012; 360,000 tested, 1.4% active;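 active means inhibition of 50% or more, scaled per plate between neutral and stimulator controls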;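 further: 0% = DMSO wells given calcium and 100% = 1 mM EGTA wells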
mIAP act: activators of mouse IAP, primary screen, biochemical, luminescence, uHTS; activation factor at 10 µM; intestinal alkaline phosphatase [Mus musculus]; muIAP, CDP-Star luminescence, 30 min; hits give high values; 1 = vehicle-only enzyme signal, 0 = enzyme-free wells; 330,000 tested, 0.24% active;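 active means activation factor of at least 2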; further: the source names both 10 and 20 µM as test concentration; values of inactives mirror those of a sister screen read the other way
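System: mouse IAP enzyme. Reagent: CDP-Star chemiluminescent phosphatase substrate. Benchmarks: DMSO wells, no-enzyme wells. Times: 30 min enzyme-substrate-compound incubation at room temperature. Detection: luminescence from enzymatic CDP-Star hydrolysis. Doses: test compounds delivered from DMSO solution.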
A3A deaminase: APOBEC3A ssDNA deaminase inhibitors, primary screen, selectivity assay for APOBEC3G inhibitor project, biochemical, FAM/TAMRA oligo cleavage fluorescence. recombinant A3A, FAM/TAMRA ssDNA deamination fluorescence. DNA dC->dU-editing enzyme APOBEC-3A (Homo sapiens), P31941. inhibition, % at 20 µM. 330,000 tested, 0.41% active;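 active means at least 40% inhibition at 20 µM here, with at most 30% in a related deaminase screen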;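 further: plate controls were A3A with DMSO for no effect and wells lacking A3A enzyme for full effect; some results filed as inactive read as strong as hits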
A3G deaminase: APOBEC3G DNA deaminase inhibitors, primary screen, biochemical, fluorescence, single-stranded DNA substrate, uHTS. recombinant A3G, ssDNA deamination FAM/TAMRA fluorescence. DNA dC->dU-editing enzyme APOBEC-3G (Homo sapiens), Q9HC16. inhibition, % at 20 µM. 330,000 tested, 0.28% active. AID 493012, 2011;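 active means inhibition of at least 40% at 20 µM, with no more than 30% in the related APOBEC3A deaminase screen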;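 further: plate controls were DMSO wells with A3G for no effect and wells lacking A3G enzyme for full effect; some compounds called inactive have numbers as strong as hits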
ATG4B inhibitor: ATG4B protease inhibitors, primary screen, biochemical, fluorescence, uHTS. ATG4B cleavage of LC3-PLA2, NBD-HPC fluorescence, 1 h. inhibition, % at 8.33 µM. 340,000 tested, 0.51% active; in the data active means inhibition above about 40%
Target sequence (Q9Y4P1 whole entry, looked up): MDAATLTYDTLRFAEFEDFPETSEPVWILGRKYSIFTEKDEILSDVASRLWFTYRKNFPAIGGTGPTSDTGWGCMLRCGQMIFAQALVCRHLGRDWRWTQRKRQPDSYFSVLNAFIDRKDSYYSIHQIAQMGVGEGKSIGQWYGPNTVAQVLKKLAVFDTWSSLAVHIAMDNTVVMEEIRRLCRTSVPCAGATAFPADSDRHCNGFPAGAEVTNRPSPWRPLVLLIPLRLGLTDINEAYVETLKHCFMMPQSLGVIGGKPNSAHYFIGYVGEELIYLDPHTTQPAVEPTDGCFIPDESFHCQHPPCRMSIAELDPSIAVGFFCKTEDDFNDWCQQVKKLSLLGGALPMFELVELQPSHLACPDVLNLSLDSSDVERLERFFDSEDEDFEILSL
beta cell repl: inducers of MIN6 beta-cell proliferation, primary screen, ATP luminescence, uHTS; MIN6 cells proliferation, ATPlite luminescence, 48 h; cells starved in 0.2% serum; 100% = growth in 10% serum; proliferation, % at 10 µM; 330,000 tested, 0.29% active; AID 2380, 2010;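 active means compounds whose signal lies at least 3.5 SD above the mean of all wells on their plate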;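 further: 0% = DMSO-treated cells in low-serum medium and 100% = 10% serum control; some compounds called inactive have numbers as strong as hits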
* marks the source's active call; other numbers are inactive results; . = no result given.

nr	molecule	hIAP act	mIAP inh	hIAP block	MPTP inh	mIAP act	A3A deaminase	A3G deaminase	ATG4B inhibitor	beta cell repl
1	Cc1ccc(-c2c(C(=O)N/N=C/c3cccs3)nnn2-c2nonc2N)cc1	0.77	5	23	-1.2	0.95	2	-2	-4	-2
2	CC1CCN(C(=O)c2ccc(CNS(=O)(=O)c3ccc(C(C)(C)C)cc3)cc2)CC1	0.97	-8	3	0.4	1.1	-4	-6	-6	-5
3	O=C(NC(Cc1ccccc1)C(=O)N1CCCCC1)c1ccccc1 (configuration not stated)	0.82	2	18	-1.2	0.98	-1	-8	-2	6
4	O=C(Nc1ccccc1Cl)OCc1cncs1	0.96	-4	4	0.2	1	-3	-1	-2	2
5	N#Cc1c(N)n(CCNC(=O)c2cccs2)c2nc3ccccc3nc12	1.2	-3	-22	-0.8	1	9	-2	-11	-1
6	NC1CCN(c2c(F)cc3c(=O)c(C(=O)O)cn(C4CC4)c3c2Cl)C1 (configuration not stated)	1.2	-8	-16	-1.3	1.1	-11	5	3	-2
7	CCC(C(=O)NC1CCCC1)N(C(=O)Cn1nnc(-c2ccc(C)o2)n1)c1cccc(OC)c1 (configuration not stated)	1	-2	-2	-2.1	1	-2	-8	6	4
8	CCOc1cc2[nH]c(=O)n(CCC(=O)NCCc3ccccc3)c(=O)c2cc1OCC	0.84	4	16	-0.4	0.96	1	-6	-6	-2
9	CN1CCN(S(=O)(=O)c2ccc(NC(=S)NC(=O)C3CCCC3)cc2)CC1	1.1	1	-6	-3.0	0.99	1	-1	1	-4
10	Cc1cccc(Nc2nc(N)nc(CN3CCN(C)CC3)n2)c1	0.96	-7	4	-1.7	1.1	3	2	-11	1
11	O=C1CCN(Cc2ccccc2)C=C1c1ccc2ccccc2c1	1	-2	-2	0.2	1	-6	-7	0	-3
12	CCCn1c(SCC(=O)NC)nnc1C(C)C	0.94	-2	6	-1.1	1	-4	-5	10	0
13	C/C(=N/NC(=O)c1ccc(Cn2cccn2)o1)c1cccc(NC(=O)c2ccncc2)c1	0.54	-5	46*	0.4	1	-1	-2	-10	-2
14	CCOc1nc(-c2ccccc2O)nc2ccccc12	1	5	0	3.0	0.95	-7	-2	-10	-2
15	COc1ccc(CNC(=O)Cc2ccc(NC(=O)C3=C(C)OCCS3)cc2)cc1	0.92	1	8	0.5	0.99	3	-6	-4	-6

Structures above printed as active in hIAP block.
nr | SMILES | hIAP act | mIAP inh | hIAP block | MPTP inh | mIAP act | A3A deaminase | A3G deaminase | ATG4B inhibitor
13 | C/C(=N/NC(=O)c1ccc(Cn2cccn2)o1)c1cccc(NC(=O)c2ccncc2)c1 | 0.54 | -5 | 46* | 0.4 | 1 | -1 | -2 | -10

Going on with the list:
nr	molecule	hIAP act	mIAP inh	hIAP block	MPTP inh	mIAP act	A3A deaminase	A3G deaminase	ATG4B inhibitor	beta cell repl
16	Cc1nn2c(-c3ccc(F)cc3)ccnc2c1Cl	0.94	2	6	-0.6	0.97	-3	-9	4	-3
17	CCCCCCSc1nnc(N)s1	0.88	6	12	0.3	0.94	2	0	1	-3
18	O=C(CN(C1CCCCC1)S(=O)(=O)c1ccccc1)N1CCCC1	1	-8	-5	0.0	1.1	-2	-1	4	-1
19	O=C(COC(=O)c1ccccc1Oc1ccccc1)NC1CCS(=O)(=O)C1 (configuration not stated)	0.97	3	3	-1.8	0.97	-2	-6	-11	-1
20	COc1ccccc1-c1nc(S(=O)(=O)c2ccc(Cl)cc2)c(N(C)C)o1	0.96	2	4	8.8	0.98	-6	-7	-1	-2
21	Cc1cc(-c2n[nH]c(=S)n2Cc2ccco2)nn1C	1.1	-2	-14	2.6	1	-8	24	0	-1
22	Cc1cc(C)cc(N(C(=O)C2CCCC2)C2C=CS(=O)(=O)C2)c1 (configuration not stated)	0.78	10	22	0.3	0.91	6	-3	0	-1
23	O=c1c(-c2cccc3ccccc23)[n+]([O-])c2ccccc2n1O	0.93	12	8	-1.9	0.88	-3	-3	-11	2
24	CN(C)CCCN(C(=O)c1ccc(S(=O)(=O)N(C)C2CCCCC2)cc1)c1nc2ccc(F)cc2s1	1.1	2	-9	0.1	0.98	-2	-9	2	-7
25	CCN1CCN(C(=O)c2nn(-c3ccccc3)c(=O)c3ccccc23)CC1	1.4	1	-42	-0.8	0.99	-8	-9	0	-1
26	COc1ccc(-c2ccc(=O)n(Cc3ccccc3)n2)cc1	0.9	-2	10	-0.1	1	-1	-1	-5	-1
27	COC(=O)C1Sc2[nH]c(=O)sc2C2c3ccccc3OC(=O)C12 (configuration not stated)	0.97	10	3	1.8	0.9	-2	-8	-5	0
28	Cn1nccc1C(=O)N1CCN(c2cccc(C(F)(F)F)c2)CC1	1.1	-2	-9	-0.3	1	3	8	-3	3
29	Cc1nccn1CC(O)COc1ccc(Cl)cc1Cl (configuration not stated)	1	5	-1	1.7	0.95	-2	-6	6	0
30	CC1=CC(=O)C(C(C)C)=C/C1=N\OC(=O)c1cccc2nc(C)oc12	0.94	-1	6	-0.2	1	1	-2	-6	0

Compound profiles (already shown). Order of screens: hIAP act | mIAP inh | hIAP block | MPTP inh | mIAP act | A3A deaminase | A3G deaminase | ATG4B inhibitor | beta cell repl
Record of `NC1CCN(c2c(F)cc3c(=O)c(C(=O)O)cn(C4CC4)c3c2Cl)C1` (configuration not stated) : 1.2 | -8 | -16 | -1.3 | 1.1 | -11 | 5 | 3 | -2
Record of `CN1CCN(S(=O)(=O)c2ccc(NC(=S)NC(=O)C3CCCC3)cc2)CC1` : 1.1 | 1 | -6 | -3.0 | 0.99 | 1 | -1 | 1 | -4
Record of `COC(=O)C1Sc2[nH]c(=O)sc2C2c3ccccc3OC(=O)C12` (configuration not stated) : 0.97 | 10 | 3 | 1.8 | 0.9 | -2 | -8 | -5 | 0

(list continues)
nr	molecule	hIAP act	mIAP inh	hIAP block	MPTP inh	mIAP act	A3A deaminase	A3G deaminase	ATG4B inhibitor	beta cell repl
31	C=CCc1cccc2cc(C(=O)N3CCN(C(=O)c4ccccc4)CC3)c(=O)oc12	0.88	-9	12	-0.2	1.1	1	-4	-1	10
32	O=[N+]([O-])c1cc(S(=O)(=O)N2CCCC2)ccc1N/N=C1/CCCc2ccccc21	0.98	19	2	1.1	0.81	1	-1	2	0
33	CCOC(=O)CC1C(=O)NCCN1c1nc2ccc(C)cn2c(=O)c1/C=C1\SC(=S)N(CC(C)C)C1=O (configuration not stated)	0.79	29	22	2.0	0.71	-4	-13	-10	-3
34	CCc1cccc(NC(=O)Cn2cccc2)c1	1.1	-6	-8	-0.4	1.1	-8	-6	-5	-3
35	O=C(COC(=O)CNS(=O)(=O)c1ccc(Br)cc1Cl)NCCc1ccccc1	1.1	6	-6	0.6	0.94	-1	-7	-11	-3
36	COc1cc2nc(Nc3ccc(C)c(Cl)c3)nc(N)c2cc1OC	1	-3	-4	-1.6	1	-2	-9	15	-5
37	CC(=O)Nc1cccc(C(=O)OCc2ccc([N+](=O)[O-])cc2)c1	0.87	1	13	2.7	0.99	0	0	5	-3
38	Cc1cc(C(C)C)n2c(nc3ccccc32)c1C#N	0.96	8	4	.	0.92	-2	-9	.	-1
39	Cc1ccc(CNC(=O)c2c(C)cc(=O)oc2C)cc1	1.3	-6	-25	0.6	1.1	-4	-2	8	-4
40	O=C(NCCCN1CCOCC1)c1cc(-c2ccc(Br)cc2)nc2ccccc12	0.99	7	1	1.0	0.93	-1	-5	-6	-4
41	Cc1cc(C(=O)COC(=O)c2ccc(NC(=O)CC#N)cc2)c(C)n1CCc1ccc(F)cc1	0.97	2	3	0.1	0.98	2	-4	-53	2
42	COc1ccc(N(CC(=O)N2CCCC2)S(C)(=O)=O)cc1	0.95	8	5	-0.8	0.92	-6	-4	-4	-3
43	O=Cc1ccc(-c2ccccc2C(=O)O)o1	1.1	1	-9	-1.7	0.99	2	2	-1	3
44	Cn1c(SCc2cccc3ccccc23)nnc1-c1ccco1	0.99	3	1	-1.6	0.97	6	1	-5	2
45	CCOC(=O)Cn1c(=O)oc2cc(S(=O)(=O)N3CCN(c4ccccn4)CC3)ccc21	0.9	4	10	-1.5	0.95	-5	-8	-2	0
46	O=C(c1ccc(Br)o1)N(c1ccccn1)C1CCCCC1	1	0	-4	8.3	1	1	-6	6	0
47	CSc1nnc(-c2ccc(O)cc2)n1C	0.98	8	2	-2.9	0.92	7	-5	4	-2
48	CCc1cc(=O)oc2cc(OCC(=O)O)c(Cl)cc12	0.82	5	18	-0.9	0.95	-6	-4	0	-3
49	CC(C)n1cc(CN2CCC(Oc3ccc(C(=O)N4CCCCC4)cc3)CC2)cn1	1.1	4	-8	-0.4	0.96	2	0	15	-3
50	CCN(CC(=O)Nc1cc(Cl)ccc1C)C(=O)CSCc1ccccc1	1.1	7	-5	-1.2	0.93	1	-3	-4	-1
51	CC1CCN(c2ccc3nnc(CCC(=O)N4CCN(c5ccc(F)cc5)CC4)n3n2)CC1	0.97	2	3	-0.7	0.98	-2	-2	-7	-1
52	COc1cccc(CNC(=O)C2CCN(S(=O)(=O)c3cnc[nH]3)CC2)c1	1	6	-2	-1.1	0.94	-2	-4	1	-3

Results in ATG4B inhibitor, for some of the entries so far:
# | structure | ATG4B inhibitor
47 | CSc1nnc(-c2ccc(O)cc2)n1C | 4
48 | CCc1cc(=O)oc2cc(OCC(=O)O)c(Cl)cc12 | 0
